miR-122 sensor: inhibitors of miR-122 in Huh7 cells; Huh7 miR-122 Renilla luciferase sensor, 48 h; neutral wells = 0, positive control = 100; activation (reporter increase), % at 12.5 µM; actives 0.3% (n = 340,000); AID 602342;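 active = mean replicate activation score at least 90 and every replicate individually at or above 90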;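 also: higher luciferase means less miR-122 activity so hits act as miR-122 inhibitors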
PGC1a acetyl inh: lowers PGC1a acetylation signal in U2OS cells; AlphaScreen anti-acetyl-lysine; with virally co-expressed GCN5 acetyltransferase; inhibition, % at 15.6 µM; actives 0.17% (n = 350,000); AID 651687;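 active = every replicate shows inhibition of at least 40%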;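 also: 0% = neutral control wells and 100% = positive control wells; some results beyond the cut were filed as inactive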
Cneo AK release: causes C. neoformans cell lysis. adenylate kinase release luminescence, 4 h; normalised: neutral wells 0, clomiphene wells 100. lysis activity, % at 15 µM. actives 0.2% (n = 360,000). AID 651654;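 active = mean lysis activity across replicates of at least 80%, whatever share of replicates individually reach that level; inactive = mean lysis activity below 80%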
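Assay system: Cryptococcus neoformans yeast cells / Dosing: single-point compound dose / Timing: 4 h at 37 °C static, read 1 h later / Measured by: luminescence of released adenylate kinase using an AK detection reagent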
PglD inh: blocks C. jejuni PglD acetyltransferase activity | inhibition, % at 12.5 µM | actives 0.098% (n = 360,000) | purified PglD enzyme, DTNB colorimetric CoA detection | AID 602405; in the data active = inhibition above about 16%, passing the limit was not always enough; also: strong numbers were not always called active
ERAP1 HTS inh: blocks human ERAP1 aminopeptidase activity; Q9NZ08; recombinant ERAP1, Leu-AMC fluorescence, 60 min; actives 0.15% (n = 340,000); inhibition, % at 10.7 µM; AID 652197;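 active = mean replicate inhibition of at least 30%, or all replicates individually reaching that 30% level; inactive = mean below 30% and not every replicate reaching it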;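 also: 0% = neutral control wells and 100% = L-leucinethiol positive control wells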
RAD54 branch: inhibitors of human RAD54 branch migration; inhibition, % at 10.4 µM; actives 0.14% (n = 360,000); RAD54 Holliday junction branch migration, FAM/BHQ fluorescence; Q92698;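 active = mean normalized replicate activity at least 40 and at least half of replicates scoring 40 or more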;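 also: 0% = median of neutral control wells and 100% = median of positive control wells; inhibitors cause a drop in the FAM fluorescence signal; in these data hits start at about 50%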
E-selectin induc: induces E-selectin expression in human endothelial cells; HUVEC E-selectin immunofluorescence imaging; normalized: neutral wells 0, TNF-alpha wells 100; activation, % at 7.58 µM; actives 0.37% (n = 260,000);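 active = mean E-selectin-positive cell signal at least 10% of the positive control, reached in at least 60% of replicates, without over 20% cell loss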;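 also: in these data hits start at about 27%; measured in HUVEC primary endothelial cells; signal is the percent of cells scored E-selectin positive by PE staining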
Target sequence (P16581 whole entry, looked up): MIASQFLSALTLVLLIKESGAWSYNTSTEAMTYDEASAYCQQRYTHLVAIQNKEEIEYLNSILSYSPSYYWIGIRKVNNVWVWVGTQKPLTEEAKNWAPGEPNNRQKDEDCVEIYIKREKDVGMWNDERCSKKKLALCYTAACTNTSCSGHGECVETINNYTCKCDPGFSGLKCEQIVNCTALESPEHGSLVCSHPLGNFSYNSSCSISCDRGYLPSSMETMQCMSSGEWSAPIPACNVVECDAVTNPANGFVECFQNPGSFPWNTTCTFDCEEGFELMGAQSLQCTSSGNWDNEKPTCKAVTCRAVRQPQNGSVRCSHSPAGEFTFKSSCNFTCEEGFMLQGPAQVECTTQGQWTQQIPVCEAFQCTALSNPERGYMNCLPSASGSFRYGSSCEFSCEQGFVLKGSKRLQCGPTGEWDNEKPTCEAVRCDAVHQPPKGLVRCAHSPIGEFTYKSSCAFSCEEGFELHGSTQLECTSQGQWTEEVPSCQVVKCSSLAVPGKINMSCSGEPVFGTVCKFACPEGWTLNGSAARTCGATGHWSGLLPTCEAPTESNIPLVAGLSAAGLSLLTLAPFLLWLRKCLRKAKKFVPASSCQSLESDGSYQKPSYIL
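System: HUVEC / Compound: single concentration / Signal: immunofluorescence imaging / Read-out: percent E-selectin-positive cells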
RAD52 anneal inh: RAD52 (human) annealing inhibition. P43351. recombinant RAD52 DNA annealing, FRET fluorescence. inhibition, % at 18.7 µM. actives 0.46% (n = 360,000);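 active = every replicate showing at least 50% inhibition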
* marks the source's active call; other numbers are inactive results; · = not tested or not shown; [ ] = dose if it differs, or a comment.

compound	miR-122 sensor	PGC1a acetyl inh	Cneo AK release	PglD inh	ERAP1 HTS inh	RAD54 branch	E-selectin induc	RAD52 anneal inh
C[C@@H]1CN([C@H](C)CO)C(=O)c2cccc(NC(=O)CCCCCC(=O)Nc3ccccc3N)c2O[C@H]1CN(C)C(=O)Nc1ccc2c(c1)OCO2	·	-4.2	·	·	-6.8	·	0.1	-7.0
CC(NS(=O)(=O)c1ccc(Cl)cc1)C(=O)OCC(=O)Nc1ccc(N(C)C)cc1 (stereo not given)	1.3	0.6	3.3	-0.5	-1.2	-6.2	·	-0.6
CC1(C)CC2(C)CC(=O)C1C(C(=O)O)C2C(=O)O (stereo not given)	1.7	-4.4	2.2	3.3	3.9	-1.4	·	-9.4
COCC(=O)Nc1ccc2c(c1)OC[C@@H](C)N(C)C[C@H](C)[C@H](OC)CN(C)C2=O	-7.0[16.7 µM]	-3.1	7.2	0.3	-0.7	7.3	0.0	10.9
COc1ccc(CN(C)C[C@@H]2OCCCC[C@@H](C)Oc3ccc(NS(=O)(=O)c4ccc(F)cc4)cc3C(=O)N([C@H](C)CO)C[C@@H]2C)cc1	-5.4[16.7 µM]	1.2	-0.1	-1.1	2.1	0.4	·	16.2
CC(C)(C)c1csc(N/N=C/c2ccc(O)cc2)n1	0.9	2.2	-6.5	-4.9	0.4	8.7	·	1.3
COc1ccc(CN2CC(=O)N(c3ccc(C)cc3C)C2=S)cc1OC	·	1.4	·	·	-0.9	·	0.4	-24.3
COc1ccc(/C=C/C(=O)NCC(=O)N/N=C/c2cc(Br)ccc2OC)cc1	-5.3	9.1	0.5	-2.9	·	-0.9	·	·
CCc1cccc(C)c1NC(=O)C1CCCN(S(C)(=O)=O)C1 (stereo not given)	-0.2	6.7	3.2	2.7	-0.9	-4.9	·	-1.8
CCOC(=O)CCCCCC(=O)Nc1ccc2c(c1)CC(=O)N([C@@H](C)CO)C[C@H](C)[C@@H](CN(C)Cc1ccccc1)O2	-1.8	·	-4.0	1.4	1.5	-0.7	0.4	-1.9
O=C(NC1CC2CCCC(C1)N2C(=S)Nc1ccccc1Cl)C1CC1 (stereo not given)	0.7	·	-0.3	-4.3	-2.7	7.2	·	-2.4
CC=Cc1ccc2n(c1=O)C[C@H]1[C@H](CO)[C@@H](C(=O)N3CCCCC3)N(Cc3ccccc3OC)[C@@H]21 (mixture of isomers)	12.7[16.7 µM]	·	0.7	4.3	2.9	-10.4	-0.5	-16.3
COc1ccccc1NC(=O)CCC(=O)Nc1ccccc1OC	2.3	-54.0	-1.5	17.0	·	-11.6	-0.1	·
C[C@@H]1CN([C@H](C)CO)C(=O)c2cc(C#Cc3ccccc3F)cnc2O[C@@H]1CN(C)C(=O)C1CCCCC1	-0.3[16.7 µM]	0.5	2.1	6.2	-1.0	-5.1	-0.4	16.2
Cc1c(C(=O)OCC(=O)Nc2ccc(S(N)(=O)=O)cc2)oc2c1ccc1ccccc12	-9.7	-10.1	·	·	4.2	·	·	-6.2
COc1cccc(NC(=S)NNC(=O)CCn2cc([N+](=O)[O-])cn2)c1	-2.7	-3.2	·	·	-3.3	·	·	-1.1
S=C(Nc1ccccc1)Nc1ccccc1Br	-4.4	-5.6	0.4	-0.9	·	·	0.0	-2.2
CCc1ccc(N2C(=O)CN(Cc3ccccc3)C2=S)cc1	11.8	4.1	-0.6	-1.8	-2.0	-6.1	-0.1	-13.0
Cc1cccc(C)c1NC(=O)NC1(C(=O)NCC2CCCO2)CCCCC1 (stereo not given)	·	·	1.8	-1.2	1.6	10.0	·	-16.6
O=C(CSc1ccc(-c2ccccn2)nn1)Nc1cccc(F)c1	0.9	15.2	0.4	1.8	1.2	-14.8	-0.1	-15.3
Cc1ccccc1-c1ccc([C@H]2[C@@H](CO)N3CCCCN(C(=O)Nc4ccccc4)C[C@H]23)cc1	1.1[16.7 µM]	-10.8	1.7	3.4	-1.9	2.7	-0.7	8.5
COc1ccc(NC(=O)N(C)C[C@@H]2Oc3c(NC(=O)C4CCOCC4)cccc3C(=O)N([C@H](C)CO)C[C@@H]2C)cc1	31.8[16.7 µM]	0.3	-3.0	-2.4	0.1	-4.6	0.5	0.7
CC1(C(=O)NS(=O)(=O)c2cccc(Cl)c2)CCN1C(=O)Cc1ccc(-c2ccccc2)cc1 (stereo not given)	-1.1	5.1	-0.1	5.2	-2.0	-7.8	-0.1	4.3
O=C(COc1ccccc1)Nc1nnc(S(=O)(=O)Nc2ccccc2)s1	6.0	-0.8	0.5	8.0	0.3	9.1	0.1	-8.3
CCOC(=O)c1ccc([N+](=O)[O-])cc1NC(C)=O	-3.3	·	5.9	-0.4	-0.5	-2.2	-0.3	-18.4

For convenience, some entries already given:
compound	miR-122 sensor	PGC1a acetyl inh	Cneo AK release	PglD inh	ERAP1 HTS inh	RAD54 branch	E-selectin induc	RAD52 anneal inh
O=C(CSc1ccc(-c2ccccn2)nn1)Nc1cccc(F)c1	0.9	15.2	0.4	1.8	1.2	-14.8	-0.1	-15.3
Cc1ccccc1-c1ccc([C@H]2[C@@H](CO)N3CCCCN(C(=O)Nc4ccccc4)C[C@H]23)cc1	1.1[16.7 µM]	-10.8	1.7	3.4	-1.9	2.7	-0.7	8.5
COc1ccc(NC(=O)N(C)C[C@@H]2Oc3c(NC(=O)C4CCOCC4)cccc3C(=O)N([C@H](C)CO)C[C@@H]2C)cc1	31.8[16.7 µM]	0.3	-3.0	-2.4	0.1	-4.6	0.5	0.7
CC1(C(=O)NS(=O)(=O)c2cccc(Cl)c2)CCN1C(=O)Cc1ccc(-c2ccccc2)cc1 (stereo not given)	-1.1	5.1	-0.1	5.2	-2.0	-7.8	-0.1	4.3
O=C(COc1ccccc1)Nc1nnc(S(=O)(=O)Nc2ccccc2)s1	6.0	-0.8	0.5	8.0	0.3	9.1	0.1	-8.3
CCOC(=O)c1ccc([N+](=O)[O-])cc1NC(C)=O	-3.3	·	5.9	-0.4	-0.5	-2.2	-0.3	-18.4

(further entries)
compound	miR-122 sensor	PGC1a acetyl inh	Cneo AK release	PglD inh	ERAP1 HTS inh	RAD54 branch	E-selectin induc	RAD52 anneal inh
CCc1ccccc1N(CC(=O)N1CCCCC1)S(=O)(=O)c1ccccc1	25.7	-0.6	0.4	0.5	0.7	-2.3	·	2.8
Cc1cccc(N(CC(=O)N2CCOCC2)S(C)(=O)=O)c1C	16.3	3.5	0.1	0.3	·	-9.2	-2.3	·
COc1cc2c(cc1OC)C(c1ccsc1)CC(=O)N2 (stereo not given)	3.3	4.4	-0.7	0.7	·	2.4	·	·
Cc1ccc(S(=O)(=O)N(C)c2ccc(C(=O)NCC(c3cccs3)N3CCOCC3)cc2)cc1 (stereo not given)	-5.4	-7.6	1.9	-6.0	1.4	0.0	·	-13.3
NC(=O)CC1Nc2cccc3cccc(c23)NC1=O (stereo not given)	-0.4	4.2	-3.6	4.4	·	10.6	-0.1	·
C[C@H]1CN([C@@H](C)CO)C(=O)Cc2cc(NC(=O)Cc3ccccc3)ccc2O[C@@H]1CN(C)S(=O)(=O)c1ccc(F)cc1	-6.6[16.7 µM]	2.3	-1.0	0.4	-1.4	-9.1	0.0	-13.1
CSc1nc(N)nc(SCC(=O)Nc2ccc(Cl)cc2)c1C#N	·	-3.9	-0.2	2.9	·	-8.7	·	·
CC1CCCN(CCCNC(=O)CN2C(=O)CSc3ccc(S(=O)(=O)N4CCOCC4)cc32)C1 (stereo not given)	-3.0	2.7	-0.1	-5.8	-4.2	15.8	·	-1.9
CC(=O)c1ccc(N2CCN(S(=O)(=O)c3ccc4c(c3)CC(=O)N4)CC2)cc1	4.0	-1.7	1.3	6.6	6.9	1.6	2.8	-15.3
C=CCNC(=O)c1onc(CSc2cccc(OCC)c2)c1C(=O)O	·	·	20.1	2.8	1.2	-3.0	-0.2	-7.6
CCCNC(=O)N1CC2(CN(Cc3cccc(OC)c3)C2)c2c(n(C)c3cc(OC)ccc23)[C@@H]1CO	·	-3.2	·	·	-1.2	·	0.1	-2.8
Cc1cc(/N=C/C=C2\N(C)c3ccccc3C2(C)C)n(CCC#N)n1	-4.0	2.2	-1.5	-6.4	·	-8.6	·	·
O=C(COc1ccc(S(=O)(=O)N2CCCC2)cc1Cl)N1CCN(c2ccccc2)CC1	33.4	-3.1	2.6	4.9	0.6	-2.5	·	-8.7
CCCSc1nnc(Cn2c(=O)sc3ccccc32)n1-c1ccccc1	-1.7	4.1	-0.8	2.8	1.6	-28.9	0.1	-6.6
COc1ccc(/C=C/C(=O)NCCC(=O)N2CCCN(C)CC2)cc1	-5.9	4.5	-2.1	-0.6	0.3	-0.7	1.6	-13.9
CCCCN1CC(COc2ccccc2)OC1=O (stereo not given)	-0.1	-7.5	7.6	-6.4	·	-12.1	·	·
COc1ccc(S(=O)(=O)N2CCN(C(=O)CN3C(=O)NC(C)(C)C3=O)CC2)cc1	-16.7	7.0	3.6	-1.7	1.1	-2.6	1.3	-12.2
Cn1ccnc1SCC(=O)Nc1ccc(SC(F)F)cc1	-7.7	-5.7	0.0	-4.0	-1.8	3.3	1.1	-9.1
O=C(O)CCC(=O)Nc1nc2nc(-c3ccccc3)cc(-c3ccccc3)n2n1	-2.3	-4.7	2.2	-1.4	·	-4.4	·	·
CCN(CC)C(=O)[C@H]1CC(CC(=O)NCCN2CCOCC2)C(=O)N2CCc3c([nH]c4ccccc34)[C@]12C (stereo not given in full)	·	·	1.6	-1.1	0.7	-6.4	0.0	-8.2
O=C(c1ccco1)N1CCN(C(c2coc3ccc(Cl)cc3c2=O)c2nnnn2C2CCCC2)CC1 (stereo not given)	2.9	-8.2	-2.1	1.6	·	-4.1	·	·
CCC(=O)N(CCC1(c2ccccc2OC)CCOC(C(C)C)C1)Cc1ccco1 (stereo not given)	-5.8	-18.2	5.8	-0.9	-2.0	·	-0.1	-8.3
CSc1nc(Cl)c(Cc2ccc(OCC(C)C)cc2)c(N2CCOCC2)n1	0.4	·	-0.6	7.6	2.2	-0.4	-0.7	-3.8
COC(=O)CN(C(=S)Nc1ccc(F)cc1)C1CC(=O)N(c2ccccc2)C1=O (stereo not given)	1.3	1.6	-3.5	0.0	·	3.6	-0.1	·
Cc1c(C#N)c(O)[nH]c(=O)c1N=Nc1ccc(Br)cc1C(=O)O	-1.3	0.7	-0.1	-2.2	0.9	-37.5	-0.4	-89.2
COc1ccc2sc(-c3ccc(N(C)C)cc3)c(C#CCO)c2c1	15.5	-47.1	-3.4	-0.8	0.8	-1.2	0.7	-15.5
COc1ccc(-c2n[nH]c(C)c2-c2cnn(-c3ccccc3)c2)c(O)c1	1.1	-2.0	-8.7	-0.5	·	-11.4	·	·

The order is random; overall some 1.4% were active at least once.
